Screens (PubChem BioAssay)
CRFBP-R2 block – antagonists of CRF-binding protein/CRF-R2 receptor complex. HEK293 CRF-R2/CRF-BP, CRF-induced calcium fluorescence. inhibition, % at 11.8 µM. 350,000 compounds, 0.59% hits. AID 588475;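 active = inhibition of the ligand-induced calcium signal above about 50% at the single tested concentration, limit read from the data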
CRFBP-R2 agonist – agonists of human CRF-binding protein/CRF-R2 receptor complex; HEK293 CRF-R2/CRF-BP, calcium dye fluorescence (FLIPR); percent of saturating CRF peptide response; activation, % at 13.2 µM; 350,000 compounds, 0.46% hits; AID 588473;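 active = activation of at least 50%, plus an integration ratio under a set limit after plate pattern correction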;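 also: plate controls were neutral control wells without compound for no effect and CRF at EC100 for full effect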
MEKK3 PB1 HTS – MEKK3-MEK5 PB1 interaction, increase or decrease; binding response (% of control), % at 10 µM; Q99759; AID 1529; bead-based flow cytometry, Alexa488-MEK5 binding to MEKK3; actives lie on both sides; 0 = blocked by unlabeled MEK5, 100 = vehicle; 290,000 compounds, 1.4% hits;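 active = binding response more than 3 SD above or below the average of its plate-row segment, actives on both sides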;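 also: Alexa488 bead fluorescence after subtracting the streptavidin-only scavenger bead signal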
Target sequence (Q99759 whole entry, looked up): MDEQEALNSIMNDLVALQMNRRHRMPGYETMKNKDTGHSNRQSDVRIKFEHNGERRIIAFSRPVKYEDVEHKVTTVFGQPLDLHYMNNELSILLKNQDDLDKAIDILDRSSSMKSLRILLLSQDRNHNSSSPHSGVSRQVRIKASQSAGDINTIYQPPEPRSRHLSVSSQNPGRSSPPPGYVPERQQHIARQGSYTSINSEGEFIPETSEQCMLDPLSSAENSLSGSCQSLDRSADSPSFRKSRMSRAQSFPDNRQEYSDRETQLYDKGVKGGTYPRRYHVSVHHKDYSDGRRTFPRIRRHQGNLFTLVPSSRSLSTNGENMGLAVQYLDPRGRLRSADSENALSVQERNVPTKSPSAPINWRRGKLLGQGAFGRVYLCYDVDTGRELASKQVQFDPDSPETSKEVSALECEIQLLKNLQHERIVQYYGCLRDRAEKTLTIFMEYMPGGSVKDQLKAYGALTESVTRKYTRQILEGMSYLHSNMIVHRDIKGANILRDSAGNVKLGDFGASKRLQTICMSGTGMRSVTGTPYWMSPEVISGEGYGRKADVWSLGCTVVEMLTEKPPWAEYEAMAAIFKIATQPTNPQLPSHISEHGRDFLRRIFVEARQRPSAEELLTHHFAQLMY
MEKK2wt PB1 HTS – raises or lowers MEK5 binding to wildtype human MEKK2 PB1 domain; 290,000 compounds, 1.1% hits; bead flow cytometry, Alexa488-MEK5 binding to MEKK2 WT; actives lie on both sides; binding response (% of control), % at 10 µM; Q9Y2U5; in the data active = binding response below about 67% or above about 130%
UBC9 SUMO inh – SUMOylation inhibition | P63279 | HTRF SUMOylation assay, SAE1/SAE2 + UBC9, in vitro | inhibition, % at 35 µM | 290,000 compounds, 0.36% hits; in the data active = inhibition above about 50%, passing the limit was not always enough; also: strong numbers were not always called active
Target sequence (P63279 whole entry, looked up): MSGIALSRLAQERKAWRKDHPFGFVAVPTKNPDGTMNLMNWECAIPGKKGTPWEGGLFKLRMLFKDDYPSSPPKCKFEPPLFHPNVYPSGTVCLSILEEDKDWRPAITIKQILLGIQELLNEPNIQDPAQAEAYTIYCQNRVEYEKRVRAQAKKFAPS
GalR3 antag – antagonists of human GalR3; O60755; HEK293 GalR3-CNG cAMP membrane potential fluorescence; galR3 body fused to GalR1 C-terminus; inhibition, % at 3 µM; 360,000 compounds, 0.44% hits; AID 651719;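 active = inhibition above the screen-wide average plus 3 SD, cut at about 13% in these data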;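 also: forskolin and galanin both at EC90 stimulate the cells; cAMP rise reported by CNG channel membrane potential dye signal; 0% = forskolin plus galanin with DMSO and 100% = forskolin alone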
Target sequence (O60755 1-299 limits assumed): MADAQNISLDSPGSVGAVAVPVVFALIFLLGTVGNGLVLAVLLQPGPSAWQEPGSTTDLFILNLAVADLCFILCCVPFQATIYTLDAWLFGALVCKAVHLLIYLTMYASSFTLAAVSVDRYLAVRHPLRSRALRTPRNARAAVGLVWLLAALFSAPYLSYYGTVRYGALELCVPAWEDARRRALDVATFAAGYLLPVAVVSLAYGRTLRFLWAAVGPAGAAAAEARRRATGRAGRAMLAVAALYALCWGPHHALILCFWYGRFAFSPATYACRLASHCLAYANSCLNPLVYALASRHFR
MEKK2mut PB1 HTS – signal of MEK5 binding to mutant human MEKK2 PB1 domain | percent response, % at 10 µM | bead flow cytometry, Alexa488-MEK5 binding to MEKK2 mutant | 290,000 compounds, 0.35% hits; in the data active = percent response above about 24%, passing the limit was not always enough; also: inactives centre near 1; some results filed as inactive read as strong as hits; reference of the scale not given here
NS3 helicase inh – blocks Hepatitis C virus NS3 helicase unwinding | 290,000 compounds, 0.56% hits | NS3 helicase DNA unwinding, Cy5 molecular beacon fluorescence | inhibition, % at 10.9 µM | AID 1800;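 active = inhibition above the mean of all tested compounds plus 3 SD, set per campaign, cut at about 35% in these data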;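 also: 0% = DMSO wells and 100% = thioflavine S control wells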
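Assay system – hepatitis C virus NS3 helicase domain fragment enzyme · Buffer or medium – MOPS pH 6.5, MgCl2, DTT, Tween20, BSA · Reagent – Cy5/quencher beacon DNA duplex and ATP to start · Compound – single 10.9 µM dose · Timing – 1 h at 25 °C · Technique – Cy5 beacon fluorescence read at start and 1 h · Measure – % inhibition of unwinding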
FID counter – displaces DNA intercalator in HCV helicase counter-screen; DNA fluorescent intercalator displacement, fluorescence; inhibition, % at 7.9 µM; 290,000 compounds, 0.17% hits; in the data active = inhibition above about 37%;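 also: 0% = vehicle and 100% = reference compound; higher means more ethidium bromide displaced from hairpin DNA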
Active calls of the source: *; . = not tested or not shown.

SMILES	CRFBP-R2 block	CRFBP-R2 agonist	MEKK3 PB1 HTS	MEKK2wt PB1 HTS	UBC9 SUMO inh	GalR3 antag	MEKK2mut PB1 HTS	NS3 helicase inh	FID counter
COc1nnc(-c2ccc(C)c(S(N)(=O)=O)c2)c2ccccc12	6.4	-0.5	100.0	102.0	3.8	-9.5	6.0	1.6	-18.1
COc1ccccc1N1CCN(C(=O)Nc2ccc([N+](=O)[O-])cc2)CC1	-5.7	0.6	97.0	96.0	3.1	-2.4	-3.0	1.9	-9.2
CC1CCCN(CCCOc2ccc(Cl)cc2Br)C1 (centres undefined)	-29.3	7.6	99.0	100.0	-10.8	-3.2	-1.0	-8.4	13.7
O=C(Nc1c[nH]c(=O)[nH]c1=O)c1cccc([N+](=O)[O-])c1	2.5	2.5	103.0	101.0	0.1	-5.7	3.0	16.5	-2.8
CCOC(=O)c1sc2nc(CN3CCN(c4cccc(C(F)(F)F)c4)CC3)[nH]c(=O)c2c1C	-55.5	9.4	102.0	110.0	1.4	-5.6	15.0	5.3	-2.9
COc1ccc(CCNC(=O)CC2SC(=NCc3ccccc3OC)NC2=O)cc1 (centres undefined)	-1.4	-2.2	83.0	80.0	-0.6	-0.8	-12.0	-2.6	-32.2
COc1ccc(-n2c(SCC(=O)NCC3CCCO3)nc3c(c2=O)SCC3)cc1 (centres undefined)	3.9	-1.6	100.0	111.0	1.1	0.9	4.0	3.9	-13.6
C=CCNC(=O)c1ccccc1NC(=O)C1CCN(S(=O)(=O)c2ccc(SC)cc2)CC1	-22.7	4.1	99.0	94.0	-6.5	-9.2	-5.0	-5.6	-36.2
Cc1onc(-c2ccccc2)c1C(=O)N1CCN(Cc2ccccc2)CC1	-5.6	-0.7	105.0	114.0	-3.4	-3.2	7.0	0.5	-26.2
CCOC(=O)c1c2n(c3c(NCc4ccccc4)ncnc13)CCCC2	-19.5	0.8	98.0	97.0	13.8	-2.3	-2.0	-5.5	-1.4
Cc1cnc(NC(=O)c2ccc3c(c2)C(=O)N(Cc2ccco2)C3=O)s1	11.3	-2.4	103.0	104.0	19.9	-4.2	9.0	0.3	-0.2
O=C1C(Cl)=C(N2CCCCCC2)C(=O)N1c1ccc(Cl)cc1	4.0	2.0	103.0	104.0	-7.8	-7.1	1.0	9.9	-5.2
C=CCc1cc(OC)ccc1OCCOCCC(C(=O)OCC)C(=O)OCC	40.3	-1.7	105.0	106.0	0.7	9.7	-1.0	-4.9	-20.6
COc1ccc(C(c2nnnn2C2CCCC2)N2CCC(C(N)=O)CC2)c(OC)c1 (centres undefined)	1.4	0.5	106.0	114.0	8.2	3.6	13.0	-4.5	-15.8
CCOC(=O)c1c(C)[nH]c(C)c1C(=O)CSc1nc(N)cc(=O)[nH]1	-19.5	-1.5	106.0	101.0	10.0	-4.0	-2.0	-3.4	-8.4
Cc1cc(C(=O)OCC(=O)NC2CCCCC2)c(C)o1	-14.5	-0.5	103.0	107.0	2.4	-2.3	11.0	2.7	-16.2
Cc1nnc(NC(=O)CSc2nnc(CC(=O)Nc3ccccc3C)n2C)s1	7.3	0.1	97.0	92.0	-1.7	-7.7	-6.0	6.9	-11.5
CC(=O)C1=C(O)C(=O)N(c2ccc(O)cc2)C1c1ccc(C)cc1 (centres undefined)	-15.5	-1.0	105.0	105.0	12.8	-4.3	2.0	1.0	-3.9
Cc1ccc(S(=O)(=O)NCC(=O)N(CC(=O)NCC2CCCO2)Cc2ccc(Cl)cc2)cc1 (centres undefined)	-5.9	-0.7	101.0	102.0	10.2	-5.3	6.0	23.1	-49.9
O=C(Nc1nsc(-c2ccccc2)n1)c1ccncc1	-22.6	0.6	101.0	107.0	24.2	1.5	8.0	0.8	3.3
CC1CCC2C(=O)N(c3ccc(Cc4ccncc4)cc3)C(=O)C2C1 (centres undefined)	22.9	5.8	100.0	96.0	5.5	91.0*	4.0	-17.0	-19.8
O=C(COC(=O)c1cc2ccccc2oc1=O)Nc1cccc(S(=O)(=O)N2CCCCCC2)c1	-2.5	1.1	95.0	99.0	-3.3	-5.2	0.0	8.6	-1.8
CCC(C)(C)NC(=O)c1cccc(NC(=O)C(C)C)c1	1.0	1.4	100.0	103.0	5.6	-3.4	0.0	13.3	-3.6
CN(C)/C=C(/C(=O)c1ccc(Cl)cc1Cl)S(=O)(=O)c1ccccc1	-6.2	0.1	100.0	105.0	15.3	-0.6	0.0	1.4	-2.4
COc1ccc(CNC(=O)CCCn2nc(C)c([N+](=O)[O-])c2C)cc1	11.1	1.5	90.0	90.0	18.1	-4.0	-3.0	-3.8	-1.4
CCN1C(=O)c2cccc3c(S(=O)(=O)Nc4ccc(OC)cc4OC)ccc1c23	14.1	-2.4	.	.	0.8	-0.2	.	-14.2	-10.8
Cc1cc(C)cc(OCC(=O)O/N=C(\N)Cc2ccc([N+](=O)[O-])cc2)c1	4.7	-0.9	88.0	90.0	7.8	-5.7	-32.0	3.6	-5.7
COCCNC(=S)NC1CC2CCCC(C1)N2Cc1ccco1 (centres undefined)	9.3	-0.5	100.0	105.0	16.7	-5.5	3.0	1.4	6.7
Cc1cc(C)cc(OCc2nnc(SCC(=O)c3ccc(Br)cc3)o2)c1	-6.1	1.1	103.0	100.0	-13.7	-2.5	-5.0	8.0	-3.2
CC1CCCN(Cc2nc3c(c(=O)n(C)c(=O)n3C)n2CC(N)=O)C1 (centres undefined)	7.5	0.1	101.0	102.0	24.9	-4.7	-1.0	-0.1	-1.1
CSCCOC(=O)COc1ccc(/C=N/NC(=O)c2nn(C)cc2Cl)cc1	12.1	-1.0	95.0	94.0	11.6	-4.1	-1.0	-3.3	-13.9
CCC(C)NC(=O)c1cc2c(=O)n3cccc(C)c3nc2s1 (centres undefined)	14.6	-3.1	101.0	103.0	2.6	-8.0	2.0	0.8	-11.7
COc1ccc(/C=C2/C(=O)N(CC3CCCO3)C(=S)N2C)c(OC)c1 (centres undefined)	4.2	-1.2	104.0	101.0	-2.3	-2.4	0.0	2.8	-2.4
COCCn1nnnc1C(c1cccc(OC)c1OC)N1CCN(C(=O)c2ccco2)CC1 (centres undefined)	3.0	0.3	102.0	94.0	10.0	-8.0	-3.0	5.1	-17.2
Cc1ccc(/C=N/NC(=O)c2ccccc2OCc2cccc(Br)c2)o1	-20.4	0.1	91.0	87.0	11.7	-8.8	-2.0	-1.7	-15.6
C/C(=N\N=C(/N)SC1CC(=O)N(c2ccccc2)C1=O)c1cccs1 (centres undefined)	-9.5	-1.5	103.0	100.0	8.9	-7.4	10.0	-13.5	-14.6
COCCn1c(SCC(=O)Nc2ccc3c(c2)OCCO3)nnc1-c1c[nH]c2ccccc12	13.2	-1.7	102.0	100.0	12.3	-5.3	3.0	-5.1	-22.7
CC(C)(C)NC(=O)CN1CCC(NC(=O)C23CC4CC(CC(C4)C2)C3)CC1	-3.0	-0.7	98.0	104.0	3.8	-6.3	2.0	-3.1	10.1
O=C(NCCCN1CCCCCC1)C1CCCN(S(=O)(=O)c2cccc3nsnc23)C1 (centres undefined)	12.0	1.1	100.0	128.0	8.9	-8.9	15.0	-15.3	11.9
Cc1ccc(/C=N/NC(=O)c2nnn(-c3nonc3N)c2CSc2ccccc2)cc1	1.5	1.3	100.0	96.0	4.9	-4.8	-3.0	-33.0	-3.7
CC(NC(=O)C1CC=CCC1C(=O)O)C1CC2CCC1C2 (centres undefined)	-10.6	-0.2	111.0	107.0	-11.4	-0.1	2.0	3.3	-8.2
Cn1nc(-c2ccc(Cl)cc2)c2cc(C(=O)NC3CC3)sc21	3.6	0.6	107.0	105.0	7.5	-1.9	3.0	-2.0	-0.1
Cc1ccc(NC(=O)c2cc(S(=O)(=O)NCCc3ccccc3)ccc2F)cc1Cl	-19.8	2.2	95.0	104.0	-27.6	-4.0	6.0	-16.0	-9.2
O=C(C1CC(=O)N(c2ccc3c(c2)OCCO3)C1)N1CCN(c2ccccc2)CC1 (centres undefined)	3.5	-2.1	102.0	102.0	7.3	-5.4	-3.0	6.9	-18.1
C=CCn1c(SCCN2CCCCC2)nc2c1c(=O)[nH]c(=O)n2C	-8.2	-0.3	111.0	112.0	19.5	.	7.0	-3.2	-4.6
CCNc1nnc(-c2ccc(C)cc2)o1	-13.1	-0.1	105.0	107.0	16.5	-6.5	3.0	51.9*	1.7
COC(=O)c1ccc(N2CCN(C(C)=O)CC2)c(NC(=O)c2cccnc2)c1	16.8	-1.1	97.0	91.0	11.4	3.1	-9.0	-2.6	-7.4
CCOC(=O)Nc1nnc(/C=C/c2ccc(OC)cc2)s1	-46.4	-2.2	102.0	96.0	13.4	-1.8	12.0	2.9	-14.8
COc1ccc2oc(C(=O)OCC(=O)NC3CC3)c(C)c2c1	-11.6	0.7	94.0	96.0	14.6	-1.4	-6.0	17.3	-11.9
CCOc1ccc(S(=O)(=O)NC2CCCC2)cc1C	8.9	0.3	101.0	105.0	-14.8	-1.6	1.0	1.9	-27.1

Taken from above.
Result of CC(NC(=O)C1CC=CCC1C(=O)O)C1CC2CCC1C2 (centres undefined) in UBC9 SUMO inh: -11.4
Result of O=C(C1CC(=O)N(c2ccc3c(c2)OCCO3)C1)N1CCN(c2ccccc2)CC1 (centres undefined) in CRFBP-R2 block: 3.5

The results go on:
SMILES	CRFBP-R2 block	CRFBP-R2 agonist	MEKK3 PB1 HTS	MEKK2wt PB1 HTS	UBC9 SUMO inh	GalR3 antag	MEKK2mut PB1 HTS	NS3 helicase inh	FID counter
CCOc1ccc(-c2nc(C#N)c(N3CCN(Cc4ccccc4)CC3)o2)cc1	-1.2	5.2	112.0	107.0	-13.0	2.4	11.0	-19.6	-11.7
O=C(CNS(=O)(=O)c1ccc(F)c(Cl)c1)NCCc1ccccc1	1.1	-0.8	94.0	94.0	4.7	-2.2	-1.0	-7.5	-13.5
O=C(COc1ccc(S(=O)(=O)N2CCOCC2)cc1)Nc1ccc2c(c1)OCCO2	10.1	-1.2	93.0	92.0	14.2	-1.9	-3.0	7.3	-16.5
OCC1(Cc2ccc(Cl)cc2)CCN(Cc2ccccc2F)CC1	-31.8	5.1	105.0	111.0	15.4	-2.0	7.0	2.5	8.8
Cc1cccc(CSc2nc3c(c(=O)[nH]2)CCCC3)c1	-12.5	0.4	96.0	101.0	-2.9	-10.3	0.0	-4.8	-2.1
CC(C)[C@H](NC(=O)N1CCn2c1nc1ccccc12)C(=O)NCc1ccc(F)cc1	-12.6	0.0	99.0	98.0	2.1	0.9	3.0	-4.0	-27.1

Some of these compounds in order of the CRFBP-R2 block value, ascending:
Compound	CRFBP-R2 block	CRFBP-R2 agonist	MEKK3 PB1 HTS	MEKK2wt PB1 HTS	UBC9 SUMO inh	GalR3 antag	MEKK2mut PB1 HTS	NS3 helicase inh
OCC1(Cc2ccc(Cl)cc2)CCN(Cc2ccccc2F)CC1	-31.8	5.1	105.0	111.0	15.4	-2.0	7.0	2.5
Cc1cccc(CSc2nc3c(c(=O)[nH]2)CCCC3)c1	-12.5	0.4	96.0	101.0	-2.9	-10.3	0.0	-4.8
CCOc1ccc(-c2nc(C#N)c(N3CCN(Cc4ccccc4)CC3)o2)cc1	-1.2	5.2	112.0	107.0	-13.0	2.4	11.0	-19.6
O=C(COc1ccc(S(=O)(=O)N2CCOCC2)cc1)Nc1ccc2c(c1)OCCO2	10.1	-1.2	93.0	92.0	14.2	-1.9	-3.0	7.3

Some of the compounds tested; the hit share may differ from the screen's.
